Screening results as filed in PubChem BioAssay.
PAX8 inh HTS: PAX8 transcriptional activity inhibition; RMG-I TPO-luciferase reporter, SteadyGlo, 24 h; inhibition, % at 12.6 µM; actives 1.2% (n = 360,000);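 active means mean replicate inhibition at least 60% with every replicate also reaching 60%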;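 further: luciferase light reporting Pax8 driven TPO promoter activity; plate controls were median of neutral control wells for no effect and mitoxantrone controls for full effect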
PGC1a acetyl inh: lowers PGC1a acetylation signal in U2OS cells. AlphaScreen anti-acetyl-lysine; with virally co-expressed GCN5 acetyltransferase. inhibition, % at 15.6 µM. actives 0.17% (n = 350,000). AID 651687;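 active means every replicate shows inhibition of at least 40%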;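 further: 0% = neutral control wells and 100% = positive control wells; some results beyond the cut were filed as inactive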
EWS-Fli block: blocks EWS/Fli oncoprotein-driven transcription; A673 NR0B1-luciferase reporter, viability-normalised; inhibition, % at 12.6 µM; actives 0.67% (n = 350,000); AID 651661;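 active means mean inhibition of at least 50% after viability correction, with every replicate also passing that limit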;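 further: firefly luciferase signal divided by Alamar Blue viability fluorescence both relative to DMSO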
miR-122 sensor: inhibitors of miR-122 in Huh7 cells; Huh7 miR-122 Renilla luciferase sensor, 48 h; neutral wells = 0, positive control = 100; activation (reporter increase), % at 12.5 µM; actives 0.3% (n = 340,000); AID 602342;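 active means mean replicate activation score at least 90 and every replicate individually at or above 90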;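 further: higher luciferase means less miR-122 activity so hits act as miR-122 inhibitors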
Casp6 inh: inhibitors of human caspase-6; P55212; inhibition, % at 12.5 µM; purified caspase-6, Z-VEID-R110 cleavage fluorescence; actives 0.53% (n = 350,000);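 active means mean inhibition across replicates at least about 35%, with every replicate also reaching that limit, limit read from the data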;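 further: 0% = median of neutral control wells and 100% = no fluorescence left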
Target sequence (P55212 24-179 limits assumed): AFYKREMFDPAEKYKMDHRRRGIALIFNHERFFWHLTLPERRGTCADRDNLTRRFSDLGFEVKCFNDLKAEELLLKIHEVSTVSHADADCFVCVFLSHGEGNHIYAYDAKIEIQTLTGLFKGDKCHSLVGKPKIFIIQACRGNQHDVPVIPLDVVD
Target sequence (P55212 194-293 limits assumed): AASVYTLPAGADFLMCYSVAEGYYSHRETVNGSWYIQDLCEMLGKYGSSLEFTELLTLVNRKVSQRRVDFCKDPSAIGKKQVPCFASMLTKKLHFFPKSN
Cneo AK release: Cryptococcus neoformans lysis via adenylate kinase release; C. neoformans lysis, adenylate kinase release luminescence, 4 h; normalised: neutral wells 0, clomiphene wells 100; lysis activity, % at 15 µM; actives 0.2% (n = 360,000); AID 651654;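 active means mean lysis activity across replicates of at least 80%, whatever share of replicates individually reach that level; inactive means mean lysis activity below 80%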
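Signal: Adenylate kinase release luminescence | Assay system: Log-phase Cryptococcus neoformans yeast cells | Input: Cells at 5 × 10^6 per mL | Buffer or medium: Fresh YPD growth medium | Compound: Single dose | Schedule: Static 4 h at 37 °C with compound, 1 h detection | Controls: Clomiphene | Read-out: Luminescence rise reflecting yeast cell lysis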
FN deposit inh: fibronectin deposition inhibition; AH1F fibroblasts, Alexa488-fibronectin deposition fluorescence, overnight; actives 0.086% (n = 350,000); AID 743247; inhibition, % at 12.6 µM;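 active means mean inhibition across replicates of 30% or more, regardless of how many single replicates reach that level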;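 further: positive control wells lacked labelled fibronectin entirely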
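Measured by – fluorescence 485/525 nm · System – AH1F fibroblast monolayer, labelled fibronectin deposition · Amount – 10000 cells per well · Buffer or medium – serum-reduced DMEM (2% serum) · Doses – single dose, pinned · Also added – fluorescent fibronectin at 24 nM final · Schedule – 1 h cell attachment, overnight exposure to compound and label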
LGR2 inh: inhibitors of bursicon-induced Drosophila LGR2 receptor cAMP signaling | inhibition, % at 9.99 µM | HEK293 LGR2, CRE-luciferase, bursicon-stimulated, 4 h | actives 0.35% (n = 380,000);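 active means drop in luminescence signal, shown as inhibition above about 50% in the replicate tests, limit read from the data, passing the limit was not always enough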;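 further: agonist challenge used bursicon conditioned medium at about half maximal strength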
Starred values were filed as active, the others as inactive; / = no result given; & = joins results of further samples; [ ] = remark or other dose.

SMILES	PAX8 inh HTS	PGC1a acetyl inh	EWS-Fli block	miR-122 sensor	Casp6 inh	Cneo AK release	FN deposit inh	LGR2 inh
COc1ccc(C[C@H]2CCc3cnnn3COC[C@H](c3ccccc3)NC2=O)cc1	-4.1	/	-1.7	/	-1.4	6.5	5.5	-1.6
COc1ccc(N2CCN(CC(=O)Nc3cc(C)on3)CC2)cc1	/	5.8	/	2.2	/	1.9	7.2	-5.3
CC(=O)NC(NC(=S)Nc1ccccc1Br)C(Cl)(Cl)Cl (configuration not stated)	-1.7	/	-1.2	/	-1.9	/	-11.1	16.6
O=c1c(Cl)c(NCCO)ncn1-c1ccccc1	22.8	3.5	/	1.9	/	4.0	-4.5	/
N/C(=N\NS(=O)(=O)c1ccccc1)c1ccccn1	7.4	-27.8	-2.9	0.5	0.4	-2.8	2.3	-0.1
O=c1[nH]c(Cc2ccccc2Cl)nc2ccccc12	-1.0	-2.9	0.8	-8.3	-2.7	/	-4.6	15.0
CCN(CC)C(=O)c1ccccc1NC(=O)CN1C(=O)c2ccccc2C1=O	-5.7	11.7	10.4	-2.4	3.0	/	3.9	8.5
O=C(CN1CCN(Cc2ccccc2)CC1)N1CCCc2c1c(=O)oc1ccc(O)cc21	/	-11.7	/	29.2	/	1.5&-3.2	-5.9	/
C[C@@H](NC(=O)C[C@H]1CC[C@@H](NS(=O)(=O)c2cccc(F)c2)[C@@H](CO)O1)c1ccccc1	/	4.1	/	/	0.9	3.3	0.8	15.0
CN(C)C(CNS(=O)(=O)c1ccc(Cl)cc1)c1cccnc1 (configuration not stated)	-0.1	/	-4.9	/	-0.2	0.0	-1.4	7.8
O=C(COc1ccc(Br)cc1)Nc1nnc(C2CC2)s1	-13.2	/	-21.9	/	-7.5	0.7	-3.5	-9.3
Cc1cc(N2CCN(C)CC2)nc2ccc(NC(=O)CCC(=O)NCCC(C)C)cc12	-17.8	4.4	-7.6	8.2	-3.4	-1.3	2.2	1.8
Cc1cc(NC(=O)CS(=O)(=O)c2cn(Cc3cccc(Cl)c3)c3ccccc23)no1	22.1	/	16.2	5.8	-2.2	1.9	5.0	4.9
COCC#Cc1cnc2c(c1)C(=O)N([C@H](C)CO)C[C@@H](C)[C@@H](CN(C)C(=O)CN1CCOCC1)O2	-17.0	-27.1	-7.3	-6.6[16.7 µM]	-0.1	0.9	-7.4	-0.9
CCC(=O)Nc1ccc2c(c1)C(=O)N(C)C[C@@H](OC)[C@@H](C)CN(C(=O)Cc1cccnc1)[C@@H](C)CO2	/	0.9	2.8	-4.9[16.7 µM]	/	0.6	-0.2	-2.1
CCOC(=O)C1=C(COC(=O)c2cccc(Br)c2)NC(=O)NC1C (configuration not stated)	-0.1	/	-5.9	-2.2	2.7	4.2	/	3.6
O=C(NCc1ccccc1)C1CCCN1S(=O)(=O)c1cccc2cccnc12 (configuration not stated)	3.1	8.5	-1.6	18.5	1.1	-0.8	-6.0	-4.4
Cc1cc2nc(-c3ccc(SCC(=O)N4CCc5ccccc54)nc3)[nH]c2cc1C	/	1.2	-43.7	-0.9	-0.5	-2.2	/	-37.6
C[C@@H]1CN([C@@H](C)CO)C(=O)Cc2cc(NS(=O)(=O)c3cccs3)ccc2O[C@@H]1CN(C)Cc1ccc(C(=O)O)cc1	-8.0	2.4	-9.0	-3.0[16.7 µM]	-2.9	-0.2	/	1.0
C=CCC[C@@H](Cc1ccc(F)cc1)C(=O)OC[C@@H](NC(=O)[C@@H](CC=C)CC(=O)N(CCO)Cc1ccccc1)c1ccccc1	47.1	15.8	1.0	-9.3	-5.0	0.4	-13.7	/
C=CCN1C[C@H](COC(=O)c2cccc(C)c2)Oc2cccc(F)c2S1(=O)=O	4.8	/	9.0	/	-3.9	/	-1.9	11.0
COc1ccc(NC(=O)CN(C)C(=O)Cc2c(C)nc3ccccc3c2C)cc1	/	/	7.2	2.4	3.9	2.7	-2.9	15.6
COc1cccc(-c2csc(N3CCN(Cc4ccccc4)CC3)n2)c1	/	-24.2	/	0.1	/	0.4	-4.0	/
COc1ccc(NC(=O)c2cc(-c3ccc4c(c3)OCO4)on2)cc1OC	-9.4	/	-6.0	/	0.3	2.1	2.3	-5.3
CCc1nc(Nc2ccccc2)c2oc3ccccc3c2n1	-25.2	/	/	-4.1	/	10.5	0.2	/

Gathered by group, those above with a Cl atom.
SMILES	PAX8 inh HTS	PGC1a acetyl inh	EWS-Fli block	miR-122 sensor	Casp6 inh	Cneo AK release	FN deposit inh	LGR2 inh
CC(=O)NC(NC(=S)Nc1ccccc1Br)C(Cl)(Cl)Cl (configuration not stated)	-1.7	/	-1.2	/	-1.9	/	-11.1	16.6
O=c1c(Cl)c(NCCO)ncn1-c1ccccc1	22.8	3.5	/	1.9	/	4.0	-4.5	/
O=c1[nH]c(Cc2ccccc2Cl)nc2ccccc12	-1.0	-2.9	0.8	-8.3	-2.7	/	-4.6	15.0
CN(C)C(CNS(=O)(=O)c1ccc(Cl)cc1)c1cccnc1 (configuration not stated)	-0.1	/	-4.9	/	-0.2	0.0	-1.4	7.8
Cc1cc(NC(=O)CS(=O)(=O)c2cn(Cc3cccc(Cl)c3)c3ccccc23)no1	22.1	/	16.2	5.8	-2.2	1.9	5.0	4.9

(list continues)
SMILES	PAX8 inh HTS	PGC1a acetyl inh	EWS-Fli block	miR-122 sensor	Casp6 inh	Cneo AK release	FN deposit inh	LGR2 inh
CCCC1=C(C(=O)OCC)C(c2cc(Cl)cc(OC)c2OCC(=O)OCC)NC(=O)N1 (configuration not stated)	/	-8.2	/	-3.3	/	1.5	/	7.4
O=C1OC(=O)c2cc([N+](=O)[O-])ccc21	/	-4.0	-3.3	-3.7	0.9	1.4	/	-10.0
Cc1ccc(NC(=O)C2c3ccccc3Oc3ccccc32)nc1	-2.5	8.4	13.1	-6.1	1.3	0.7	13.1	9.8
Fc1ccccc1CNc1nc(NCC2CC2)nc2ccsc12	29.9	-26.6	27.4	6.3	5.2	-7.6	-4.3	5.9
COc1ccc2nc(C)cc(NCc3ccc(F)cc3)c2c1	31.3	-6.0	25.1	-5.8	-0.7	0.7	-10.4	8.9
Cc1noc(/C=C/c2ccco2)c1S(=O)(=O)N1CCC(C(=O)Nc2ccc(Cl)cn2)CC1	74.4*	12.8	/	23.6	/	0.8	-0.3	0.0
CC(OC(=O)c1nc(Cl)ccc1Cl)C(=O)NC1CCCCC1C (configuration not stated)	-2.6	6.1	-7.2	-1.0	2.1	-0.7	-2.4	-3.5
CCOC(=O)c1cn(-c2c(C)n(C)n(-c3ccccc3)c2=O)c2c(F)c(F)c(F)cc2c1=O	6.7	6.3	10.9	6.9	10.6	4.6	-4.8	1.9
O=C(c1cccc(F)c1)N1C[C@H]2[C@@H](c3ccccc31)[C@H](CO)N2C(=O)c1ccccn1	5.3	7.2	-0.1	16.7[16.7 µM]	2.7	3.7	/	9.3
Cc1cccc(NC(=O)c2ccc(Cn3cc(C(F)(F)F)ccc3=O)cc2)c1	24.2	-2.8	/	5.7	/	-2.8	0.6	/
O=C(N[C@H]1CC[C@@H](CCn2cc(C3(O)CCCC3)nn2)O[C@@H]1CO)C1CCOCC1	-6.6	-5.4	-2.1	/	2.4	-3.2	12.6	5.2
COc1ccc(NC(=O)Nc2ccc3c(c2)C(=O)N([C@@H](C)CO)C[C@@H](C)[C@@H](CN(C)Cc2ccc(C(F)(F)F)cc2)O3)cc1	104.8*	1.9	3.1	0.1[16.7 µM]	0.2	15.0	/	18.6
O=C(N/N=C/c1ccc(Cl)c([N+](=O)[O-])c1)c1ccc2c(c1)OCCO2	7.7	1.3	-18.3	-0.7	-2.2	6.3	8.7	-23.4
COCC(=O)N1[C@H](CN(C)C(=O)c2ccccc2)[C@@H](c2ccccc2)[C@@H]1CO	-11.6	-5.9	9.3	14.3[16.7 µM]	/	-1.3	3.7	-11.4
COc1cccc(C#Cc2ccc3c(c2)O[C@@H](CN(C)C)[C@H](C)CN([C@H](C)CO)S3(=O)=O)c1	7.8	-28.6	20.0	-3.1[16.7 µM]	0.0	57.5	/	-11.6
CN1c2ccc(C#Cc3cccnc3)cc2[C@H]2[C@H](CCN2S(=O)(=O)c2ccc(F)cc2)[C@H]1CO	8.7	-9.4	22.2	-3.4[16.7 µM]	-12.0	-1.3	1.9	-0.4
CN1C(=O)c2cc(NS(C)(=O)=O)ccc2OC[C@@H]2O[C@H](CC(=O)NCc3ccccc3)CC[C@@H]21	8.3	-9.9	8.8	-2.1[16.7 µM]	0.8	-2.3	10.8	12.3
Cn1c(SCC(=O)c2ccc(O)cc2O)nnc1-c1ccccc1	-7.0	/	0.4	1.4	/	/	1.3	8.5
N/C(=N\OC(=O)CCCOc1ccccc1)c1cccc(Br)c1	-13.0	7.1	0.1	/	7.4	/	4.6	-5.5
CSc1ccccc1NC(=O)CSc1nnc(COc2ccccc2)o1	-2.3	/	16.1	/	6.5	-2.4	-9.3	-2.9
CCc1ccc(-c2csc3ncn(Cc4ccc(C(=O)O)cc4)c(=O)c23)cc1	0.1	-2.7	1.8	/	16.5	/	-5.2	-12.0
CCOc1ncccc1C(=O)OCC(=O)c1cc(OC)c(OC)c(OC)c1	3.8	1.8	12.5	10.3	2.0	5.4	-18.9	-6.4
COC(=O)c1ccc(Cn2nc(-c3ccc(C)cc3)ccc2=O)cc1	20.2	-10.0	-1.2	-3.3	-3.5	-1.1	3.0	-26.0
CC(C)(C)C(=O)Nc1nnc(CCc2ccccc2)s1	-178.9	-9.5	-92.0	5.4	0.2	0.1	0.9	-67.6
CC(C)Cc1ccc(C(C)C(=N)N)cc1 (configuration not stated)	16.4	/	15.9	/	0.7	/	-2.1	1.7
Carrying on.
SMILES	PAX8 inh HTS	PGC1a acetyl inh	EWS-Fli block	miR-122 sensor	Casp6 inh	Cneo AK release	FN deposit inh	LGR2 inh
C[C@@H]1CN([C@@H](C)CO)C(=O)c2cc(NC(=O)C3CCCCC3)ccc2O[C@@H]1CN(C)Cc1ccccc1	11.5	/	-3.0	5.4[16.7 µM]	1.5	-53.2	/	6.9
CC(C)C#Cc1ccc2c(c1)O[C@@H](CN(C)Cc1ccccn1)[C@@H](C)CN([C@@H](C)CO)S2(=O)=O	26.0	-5.7	23.5	25.3[16.7 µM]	-1.2	4.1	0.3	-0.5
COc1ccc(C(=O)NC(=S)Nc2ccc([N+](=O)[O-])cc2C)cc1OC	/	6.7	5.9	0.3	-5.0	2.8	/	-0.9
CS(=O)(=O)N(Cc1cc2ccccc2[nH]c1=O)C1CCCCC1	/	-9.7	/	2.0	/	5.9	-22.7	/
COc1ccc(CN(C)C[C@@H]2Oc3ccc(NC(=O)Cc4ccccc4)cc3CC(=O)N([C@@H](C)CO)C[C@H]2C)cc1	-17.9	-4.5	6.3	/	0.4	/	/	-15.0
COc1ccccc1NS(=O)(=O)c1ccc(NC(=O)c2ccccn2)cc1	13.2	-12.9	8.6	-3.9	0.6	-0.4	3.5	-21.1
Cc1ccc(-c2csc(NC(=O)c3cc([N+](=O)[O-])ccc3N3CCOCC3)n2)cc1	1.8	-1.0	-2.1	3.7	-0.3	-1.9	-4.8	-6.5
CCCCN(C(=O)CNC(=O)c1ccco1)C(C(=O)NC1CCCC1)c1ccc(OC)cc1 (configuration not stated)	/	38.9	/	1.3	/	-0.8	7.9	/
COCC(=O)N(Cc1cc2ccc(C)cc2[nH]c1=O)c1cccc(C)c1	15.8	/	1.4	/	0.4	3.1	2.0	21.0
